Screening results deposited in PubChem by The Scripps Research Institute Molecular Screening Center.
TEAD-YAP block: TEAD-YAP interaction inhibition; HEK-TIYL cells, TEAD-Gal4/YAP UAS-luciferase luminescence; 640,000 tested, 1.4% active; AID 1259422; inhibition, % at 9.12 µM; in the data active = inhibition above about 32%;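 note: 0% = median of test compound wells and 100% = reference inhibitor wells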
MITF primary: human MITF inhibition, primary screen | O75030 | AlphaScreen MITF homodimerization, bead proximity signal | inhibition, % at 2.6 µM | 650,000 tested, 0.91% active | AID 1259374; in the data active = inhibition above about 50%;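 note: 0% = vehicle wells with protein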
Target sequence (O75030 whole entry, looked up): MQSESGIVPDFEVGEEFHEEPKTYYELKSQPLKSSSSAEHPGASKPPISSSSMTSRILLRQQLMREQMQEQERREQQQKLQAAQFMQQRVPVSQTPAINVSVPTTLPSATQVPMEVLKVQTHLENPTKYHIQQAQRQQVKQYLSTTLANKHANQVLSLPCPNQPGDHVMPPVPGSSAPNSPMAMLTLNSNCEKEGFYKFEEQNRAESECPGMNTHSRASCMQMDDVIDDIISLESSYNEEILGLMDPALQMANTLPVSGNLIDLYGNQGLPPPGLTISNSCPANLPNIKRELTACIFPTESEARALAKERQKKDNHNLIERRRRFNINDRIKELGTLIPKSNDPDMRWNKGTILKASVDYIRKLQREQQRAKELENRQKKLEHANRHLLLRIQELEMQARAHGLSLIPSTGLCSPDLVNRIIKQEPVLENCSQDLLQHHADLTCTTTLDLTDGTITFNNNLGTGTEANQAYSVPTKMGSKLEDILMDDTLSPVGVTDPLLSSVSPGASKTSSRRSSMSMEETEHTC
GPR151 activ: activates the human receptor GPR151; PathHunter beta-arrestin GPR151 cells, luminescence; 650,000 tested, 1% active; Q8TDV0; activation, % at 11.2 µM; in the data active = activation above about 4.9%;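 note: 0% = median of compound wells and 100% = cells with positive control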
Target sequence (Q8TDV0 whole entry, looked up): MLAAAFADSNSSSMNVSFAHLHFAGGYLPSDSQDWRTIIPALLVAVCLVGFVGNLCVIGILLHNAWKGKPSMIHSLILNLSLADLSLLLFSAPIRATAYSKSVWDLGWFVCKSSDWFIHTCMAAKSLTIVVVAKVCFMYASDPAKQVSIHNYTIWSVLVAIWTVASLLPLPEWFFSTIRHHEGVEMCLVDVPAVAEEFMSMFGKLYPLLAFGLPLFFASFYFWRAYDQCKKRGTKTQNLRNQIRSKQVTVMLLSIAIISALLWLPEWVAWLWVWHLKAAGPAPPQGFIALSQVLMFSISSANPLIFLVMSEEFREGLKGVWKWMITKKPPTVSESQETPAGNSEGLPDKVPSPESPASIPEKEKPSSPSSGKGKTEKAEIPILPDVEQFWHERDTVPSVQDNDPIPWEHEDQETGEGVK
FBW7 act: activators of human E3 ligase FBW7; AlphaScreen FBW7–phospho-cyclin E peptide binding, activator screen; Q969H0; 650,000 tested, 0.13% active; AID 1259310; normalized activity (activation), % at 26.1 µM; in the data active = normalized activity above about 1.9%;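 note: purified mutant Fbw7 with reduced substrate affinity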
Active calls of the source: *.

The line under a structure holds: TEAD-YAP block	MITF primary	GPR151 activ	FBW7 act
O=C(Cn1c2ccccc2c2cn[nH]c(=O)c21)NCc1ccccn1
 : -4	7	0.5	0.1
CCCS(=O)(=O)c1c(S(=O)(=O)CCC)c2c(N)cccn2c1C(=O)OC
 : 5	-8	-0.3	0.0
O=C(CNC(=S)N(Cc1cccs1)C1CCCC1)NC1CCCc2ccccc21 (stereo unspecified)
 : 5	-5	2.9	-0.1
Cc1ccc2c(c1)N(C(C)C(=O)NCc1cccnc1)C(=O)CO2 (stereo unspecified)
 : -6	-5	1.5	0.1
COC(=O)c1c(C)oc2ccc(O)c(CN(C)C)c12
 : 9	-5	-1.3	0.0
CC1(C)CC(N2CCOCC2)=C/C(=N/Nc2ccccc2)C1
 : 13	14	-0.3	0.0
Cc1ccc(S(=O)(=O)Nc2ccc3oc(C)c(C(=O)O)c3c2)c(C)c1
 : -3	40	3.2	-0.1
COc1ccc(NC(=O)NC2CCCCC2)c([N+](=O)[O-])c1
 : 2	-4	-0.5	-0.1
O=c1cc(-c2ccccc2)n2c(SCc3cccc(F)c3)nnc2[nH]1
 : -3	-2	-0.9	0.1
CC(C(=O)N1CCOCCOCCN(C(=O)C(C)N2C(=O)c3ccccc3C2=O)CCOCC1)N1C(=O)c2ccccc2C1=O (stereo unspecified)
 : -1	14	-1.7	0.7
C#CCOc1ccc(/C=C2/NC(=O)NC2=O)cc1OC
 : -9	-6	-0.7	-0.1
CC1(Nc2ccc(Cl)cc2)CC(=O)N(c2ccccc2)O1 (stereo unspecified)
 : 5	1	0.3	0.2
COc1cccc(OC)c1C(=O)N1CCN(Cc2cccc(Br)c2)CC1
 : 0	64*	-1.0	0.3
Cc1cccc(NC(=O)C2CC(=O)N(c3ccc(F)cc3)C2)c1C (stereo unspecified)
 : 9	9	-1.8	0.1
CN1C(=O)/C(=C2\SC(=Nc3cccc(Cl)c3Cl)NC2=O)c2ccccc21
 : 4	-2	0.0	0.0
CC1=C(C(=O)Nc2ccc(CC(=O)NCCc3ccc(Cl)cc3)cc2)SCCO1
 : -26	-4	1.0	-0.2
CC1CC(C)CN(S(=O)(=O)c2ccc(NC(=O)c3ccco3)cc2)C1 (stereo unspecified)
 : 0	5	0.9	0.2
CCOC(=O)c1c(NC(=O)CSc2nnc(C)s2)sc2c1CCN(C)C2
 : 2	23	-1.1	-0.2
CC1(C)Cc2ccccc2-c2nnc(SCC(=O)NC3CC3)n21
 : 8	-10	1.1	-0.2
COc1ccc2c(c1)CC/C(=C/c1ccco1)C2=O
 : -60	-2	-1.5	0.0
CCCCOc1ccc2c(=O)c(Oc3cccc(C)c3)c(C(F)(F)F)oc2c1
 : 4	9	-1.5	0.2
Cc1cc(C)c(S(=O)(=O)N2CCCOC2CNC(=O)C(=O)NC(C)C)c(C)c1 (stereo unspecified)
 : 0	18	-1.9	1.1
O=C1CCCN1CCCNc1nc(Nc2ccc(N3CCOCC3)cc2)c2[nH]cnc2n1
 : 14	16	0.0	0.2
Cc1ccc(NC2=C(Cl)C(=O)N(c3ccccc3)C2=O)c(C)c1
 : -7	-16	-1.1	-0.1
CN(C)C(CNC(=O)c1ccc2ncsc2c1)c1cccs1 (stereo unspecified)
 : 5	3	0.6	0.5
COc1cc(/C=C2\N=C(c3ccccc3)OC2=O)ccc1OCC(N)=O
 : 3	-1	0.0	-0.2
O/N=C1/CC(O)(C(F)(F)F)Oc2ccccc21 (stereo unspecified)
 : -1	22	2.5	0.1
COc1ccc(C2c3c(-c4ccccc4O)n[nH]c3C(=O)N2CCCOC(C)C)cc1 (stereo unspecified)
 : 11	7	-0.1	-0.2
Cc1ccc(NC(=O)c2cccc(C(=O)Nc3ccc(C)c(Cl)c3)c2)cc1Cl
 : -8	-1	-0.7	0.0
COc1ccccc1C1=N/C(=C\c2ccc(N(C)C)c([N+](=O)[O-])c2)C(=O)O1
 : -4	13	-0.3	0.1

Entries of single compounds from above. Screens in order: TEAD-YAP block, MITF primary, GPR151 activ, FBW7 act
Results for Cc1ccc(NC2=C(Cl)C(=O)N(c3ccccc3)C2=O)c(C)c1 → -7, -16, -1.1, -0.1
Results for COc1cccc(OC)c1C(=O)N1CCN(Cc2cccc(Br)c2)CC1 → 0, 64*, -1.0, 0.3
Results for COC(=O)c1c(C)oc2ccc(O)c(CN(C)C)c12 → 9, -5, -1.3, 0.0
Results for CC1(C)Cc2ccccc2-c2nnc(SCC(=O)NC3CC3)n21 → 8, -10, 1.1, -0.2
Results for COc1ccc2c(c1)CC/C(=C/c1ccco1)C2=O → -60, -2, -1.5, 0.0

(cont.)
The line under a structure holds: TEAD-YAP block	MITF primary	GPR151 activ	FBW7 act
COc1cc([N+](=O)[O-])cc(/C=N/NC(=O)COc2c(C)cccc2C)c1O
 : 13	12	0.0	-0.5
c1nc2nc3c(c(N4CCN(Cc5ccc6c(c5)OCO6)CC4)n2n1)CCC3
 : -15	-16	-0.6	0.0
Cc1cccc(-n2c(CSc3nc4ccccc4n3C)nc3ccccc3c2=O)c1C
 : 9	5	2.7	0.5
COc1ccccc1-c1cc(C(=O)N2CCCC2)no1
 : -49	7	-0.5	0.1
Cc1cccc(Oc2cc(N)cc([N+](=O)[O-])c2)c1
 : -14	5	0.5	-0.2
CC(=O)N1C(=O)CCN(C=O)c2ccccc21
 : 1	-7	0.2	-0.1
O=C(NCCN1CCCC1)Nc1ccccc1-c1ccccc1
 : -12	-17	-0.7	-0.1
CCOC(=O)C1CCCN(c2c(N3CCC(C)CC3)c(=O)c2=O)C1 (stereo unspecified)
 : -10	12	-0.7	-0.1
COc1cccc2cccc(/C=N/n3cnnc3)c12
 : 3	10	0.3	-0.1
CN1C(=O)C(=Cc2ccc(O)c(I)c2)C(=O)N(C)C1=S
 : -5	-1	1.7	0.0
COCCCNC(=S)NNC(=O)c1ccc([N+](=O)[O-])c(C)c1
 : -9	-1	-3.5	-0.1
CCOP(=O)(OCC)c1nc2ccc(Cl)cc2c(Nc2ccc(Cl)cc2)c1Cl
 : 1	17	-1.1	0.0
COc1ccc(NC(=O)COc2ccc(Br)cc2C)c([N+](=O)[O-])c1
 : -4	9	-0.5	0.2
Cc1cccc(C2(c3cccc(C)c3)CC2C(=O)Nc2ccc(C)cc2C)c1 (stereo unspecified)
 : 2	-2	0.4	0.0
CCOc1ccc(C(=O)Nc2cc3nn(-c4ccc(Cl)cc4)nc3cc2C)cc1[N+](=O)[O-]
 : 3	7	-0.8	0.2
COc1ccc(C2OC(=O)C(O)=C2C(C)=O)cc1OC (stereo unspecified)
 : 6	40	-0.9	0.1
CC(C)Cn1c(=O)[nH]c2nc(/C=C/CCCO)cnc21
 : -1	16	0.9	0.7
NC(=O)/C(=C\c1ccccc1)NC(=O)c1ccco1
 : -3	12	-0.4	-0.1
CCC(Sc1nc2n[nH]c(C)c2c(=N)n1-c1cccc(Cl)c1C)C(=O)N1CCCC1 (stereo unspecified)
 : -9	19	-1.6	0.5
COc1ccc(C(=O)Nc2ccc(S(=O)(=O)Nc3nccc(C)n3)cc2)cc1
 : -3	3	2.3	0.1
CCS(=O)(=O)N1CCC(C(=O)Nc2cc([N+](=O)[O-])ccc2C)CC1
 : 7	14	2.4	0.2
CCCC(=O)C1C(=O)C(C(=O)OC)C(C)(C)C/C1=N\OCC (stereo unspecified)
 : -1	-4	0.5	-0.5
CCc1nc(N2CCC3(CC2)OCCO3)c2nnn(Cc3ccccc3Cl)c2n1
 : -3	3	-0.2	0.1
COc1ccc(Cn2nnnc2CN2CCc3ccccc3C2)cc1
 : -7	-15	0.5	-0.2
CC(C)c1ccccc1NC(=O)CSc1n[nH]c(N)n1
 : 14	4	-0.6	0.0
COc1ccc(-c2noc(CC(=O)N(Cc3ccco3)C3CCCCC3)n2)cc1
 : 2	-4	1.4	0.0
COc1ccc(OC)c(C2C(C(=O)Nc3ccccn3)=C(C)Nc3ncnn32)c1 (stereo unspecified)
 : -6	5	1.1	0.0
O=C(CCC1CCCN(Cc2cccc3c2OCO3)C1)N1CCN(c2ccccn2)CC1 (stereo unspecified)
 : 7	11	-0.7	-0.1
CCSc1nnc2c(n1)OC(c1ccc(Br)s1)N(C(C)=O)c1ccccc1-2 (stereo unspecified)
 : 14	-3	-0.2	-0.1
CN(NC(=O)CN1C(=O)c2ccccc2C1=O)c1ccccc1
 : 12	-2	1.2	0.0

Entries listed so far containing bromine:
The line under a structure holds: TEAD-YAP block	MITF primary	GPR151 activ	FBW7 act
COc1cccc(OC)c1C(=O)N1CCN(Cc2cccc(Br)c2)CC1
 : 0	64*	-1.0	0.3
COc1ccc(NC(=O)COc2ccc(Br)cc2C)c([N+](=O)[O-])c1
 : -4	9	-0.5	0.2
CCSc1nnc2c(n1)OC(c1ccc(Br)s1)N(C(C)=O)c1ccccc1-2 (stereo unspecified)
 : 14	-3	-0.2	-0.1

Next compounds:
The line under a structure holds: TEAD-YAP block	MITF primary	GPR151 activ	FBW7 act
FC(F)(F)c1cccc(-c2cc(N3CCOCC3)nc(-c3ccncc3)n2)c1
 : 7	2	0.4	-0.2
COc1ccc(-c2cc3nc(C)c(CCC(=O)NCC(OC)OC)c(C)n3n2)c(OC)c1
 : -8	-5	-0.5	-0.1
COC(=O)C1=C(C)Nc2ncnn2C1c1ccccn1 (stereo unspecified)
 : -4	11	0.0	-0.1
O=c1c2cnn(-c3cccc(Cl)c3)c2ncn1Cc1ccccn1
 : -7	8	0.8	-0.2
CCCOC(=O)COc1ccc2c(C)c(C)c(=O)oc2c1
 : 6	10	0.0	0.0
CCn1ccnc1CN1CCCC(CNC(=O)C2(c3ccc(Cl)cc3)CC2)C1 (stereo unspecified)
 : 6	7	-1.1	0.2
O=C(Nc1ccc([N+](=O)[O-])cc1Cl)c1ccccc1Cl
 : -11	-18	8.1*	0.0
O=C(/C=C/c1ccccc1)Nc1nc(-c2ccc3ccccc3c2)cs1
 : 5	-2	0.0	-0.2
COc1ccc(/C(C)=N/NC(=O)c2ccc(CN3CCOCC3)cc2)cc1OC
 : -1	15	2.6	0.5
Nc1nonc1-n1nnc(C(=O)O)c1CN1CCOCC1
 : 2	5	-0.2	0.5
O=C1NC(=S)N/C1=C\c1cccc2ccccc12
 : -25	4	-0.7	0.2
CCCCOC(=O)CNc1n[nH]c(=O)[nH]c1=O
 : 7	-14	0.6	0.0
N#C/C(=C\c1c[nH]c2ccccc12)C(N)=O
 : 3	7	1.8	0.1
Cc1cccnc1CN1CCN(C(=O)CCc2nnc(CCc3ccccc3)o2)CC1
 : -31	1	-0.3	-0.1
Cc1nc2sc(C(=O)N3CCN(Cc4ccccc4)CC3)c(C)c2c(=O)[nH]1
 : -3	12	2.8	0.2
Cn1cc(S(=O)(=O)N2CCc3ccccc32)cc1C(=O)N1CCC(C(N)=O)CC1
 : 7	15	-0.9	0.1
Cc1csc(C2C(N)=NC(S)=C(C#N)C23CCCC3)n1 (stereo unspecified)
 : -7	9	0.3	0.4
CCN(CC1CCCO1)C(=O)CC1(c2ccc(OC)cc2)CC(=O)N(C2CCCC2)C1=O (stereo unspecified)
 : -3	7	-0.6	0.1
Cc1ccc(O)c(NC(=O)COCc2cc(-c3ccc(F)cc3)on2)c1
 : -2	8	3.9	-0.2
COc1cc2nc(Nc3ccc(C(F)(F)F)cc3)nc(NCCO)c2cc1OC
 : 2	1	-0.1	-0.1
Cc1n[nH]c(C)c1CCNC(=O)c1cc(COc2ccc(F)cc2F)on1
 : 0	13	-1.3	0.6
CCCNC(=O)c1cccc(Nc2ncccn2)n1
 : -10	9	-0.7	0.3
C/C(=N\NC(=O)c1ccc(NS(=O)(=O)c2cccs2)cc1)c1ccncc1
 : -12	21	1.2	0.5
CCc1cccc(CC)c1NC(=O)Cn1nnc(-c2ccc(C)cc2-n2cnnn2)n1
 : 0	22	0.0	0.1
Cc1ccnc(NC(=O)C2CC(=O)N(c3ccc(Br)cc3)C2)c1 (stereo unspecified)
 : 14	-1	-0.2	0.2
COc1cc(OC)c(NS(=O)(=O)c2ccc3c(c2)SCCN3C(C)=O)cc1Cl
 : 11	-4	0.4	-0.2
CS(=O)(=O)N(CC(=O)NC1CC2CCC1C2)c1cccc([N+](=O)[O-])c1 (stereo unspecified)
 : -1	-8	-0.8	-0.3
COC(=O)c1ccc2c(c1)C(=O)N(c1cccc(Cl)c1)C2=O
 : 9	-5	-3.4	0.0
Cc1c(C(=O)Nc2ccc(F)cc2Cl)sc2ncn(CC(=O)Nc3cccc(C(F)(F)F)c3)c(=O)c12
 : 0	-2	-0.2	-0.4
Cn1c(CN2CCCCC2)c(C#N)c2ccccc21
 : -10	15	-0.5	0.6
Cc1ccc(NC(=O)COc2cc(C)ccc2C)cc1
 : -27	12	2.2	0.2
